WRN helicase inh = inhibitors of human WRN helicase; Q14191; WRN helicase unwinding, fluorescent forked duplex, kinetic; AID 651768; Potency, µM (highest dose often 114 µM), without a hit: at the highest dose activity change, negative = inhibition, actives largely listed as inhibitors; 360,000 compounds, 0.46% hits; also: potency is read from the fitted curve at half-maximal effect; % is scaled to controls: 0 for no effect and ±100 for the full control effect; nearly all actives have a fitted effect of over 55% in size
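Screening of the MLSMR collection measured strand separation of a quenched forked DNA duplex (100 nM) by 20 nM WRN with 2 mM ATP, all final. Compounds were preincubated with enzyme 15 min at room temperature.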
PI5P4K alpha inh = inhibitors of human PI5P4K alpha; PI5P4Kalpha enzyme, ADP-Glo luminescence, 60 min; hits give low values; max response, %; 330,000 compounds, 1.2% hits; AID 652105; active = max response of -50% or lower; inconclusive = between -30% and -50%; inactive = -30% or higher; also: value at the top dose of about 77 µM; % is scaled to controls: 0 for no effect and ±100 for the full control effect
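Single end-point luminescence (ADP-Glo) quantified ADP from PI5P4Kalpha turnover; ATP 5 microM final, 1 h at RT, 0.1% CHAPS and 0.28 mM EGTA in HEPES pH 7.4.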
D3 antag = blocks the human D3 dopamine receptor; D3R cells, DiscoveRx beta-arrestin luminescence, antagonist mode; hits give low values; max response, negative = inhibition, %; 360,000 compounds, 2.5% hits; AID 652054; in the data active = max response below about -50%; inconclusive = no clear call, values can overlap the other calls; also: % is scaled to controls: 0 for no effect and ±100 for the full control effect; mostly tested at two doses, the higher about 12 µM
Target sequence (P35462 whole entry, looked up): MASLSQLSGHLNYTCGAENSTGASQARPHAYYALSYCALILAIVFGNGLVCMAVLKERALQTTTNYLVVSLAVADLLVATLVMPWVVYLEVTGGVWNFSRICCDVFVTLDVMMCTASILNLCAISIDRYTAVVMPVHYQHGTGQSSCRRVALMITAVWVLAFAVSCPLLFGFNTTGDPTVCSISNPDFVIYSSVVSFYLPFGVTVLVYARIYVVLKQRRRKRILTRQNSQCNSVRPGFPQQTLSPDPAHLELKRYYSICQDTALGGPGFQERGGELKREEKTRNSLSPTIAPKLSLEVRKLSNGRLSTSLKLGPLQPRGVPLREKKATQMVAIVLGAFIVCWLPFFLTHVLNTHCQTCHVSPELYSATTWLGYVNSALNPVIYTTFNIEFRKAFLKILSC
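Cells expressing the human receptor were seeded at 1500 cells/well, incubated overnight at 37 degrees C in 5% CO2, then exposed to library compounds with dopamine controls for 90 minutes at 37 degrees C before luminescent detection.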
D3 ag = activates the human D3 dopamine receptor | max activation, % | P35462 | 410,000 compounds, 0.58% hits | D3R DiscoveRx beta-arrestin cells, luminescence, 90 min; in the data active = max activation above about 30%; also: 0% is about no effect; mostly tested at two doses, the higher about 12 µM
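Agonist-mode cell screen: cells plated at 1500/well and incubated overnight at 37 °C, then exposed to library compounds for 90 min at 37 °C. Detection reagent was added for 30–60 min at room temperature, and luminescence was read.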
GLP-1R agonist = GLP-1 receptor (human) agonism. P43220. 380,000 compounds, 0.007% hits. Potency, µM (highest dose often 45.6 µM), without a hit: top-dose activation, usual class: activators. HEK293 GLP-1R CRE-luciferase, luminescence, 4-6 h; cells express a hypersensitive GLP-1R form. AID 624172; also: potency is read from the fitted curve at half-maximal effect; % of control where 0% means no effect
HEK293 tox = cytotoxicity counter-screen for GLP-1 receptor inverse agonists | AID 624418 | HEK293 cAMP-luciferase reporter cells, luminescence, 24 h | Potency, µM (top dose mostly 38.3 µM), without a hit: at the top dose activity change, negative = inhibition, most hits filed as inhibitors | 410,000 compounds, 0.13% hits;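 also: loss of luciferase light is scored as toxicity; potency is read from the fitted curve at half-maximal effect; % is scaled to controls: 0 for no effect and ±100 for the full control effect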
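MLSMR compounds, 24 hr on cells at 37 deg C/5% CO2; luminescence after luciferase reagent (12 min RT). Inhibition counted as the undesired cytotoxic outcome.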
GLP-1R inv ag = acts as inverse agonist at human GLP-1 receptor; 410,000 compounds, 1.6% hits; HEK293 GLP-1R CRE-luciferase, luminescence, 24 h; GLP-1R form is constitutively active; Potency, µM (highest dose often 38.3 µM), for inactives: top-dose activity change, negative = inhibition, actives largely listed as inhibitors; AID 624417; P43220; also: potency is read from the fitted curve at half-maximal effect; % is scaled to controls: 0 for no effect and ±100 for the full control effect; nearly all actives have a fitted effect of over 55% in size
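Assay principle: reduced luminescence from a cAMP-responsive reporter in HEK293 cells co-expressing a constitutively active GLP-1R. Conditions: 24 hr compound incubation, 37 deg C, 5% CO2.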
IL-2 act = activates IL-2 in a cell-based reporter assay; IL-2 activation reporter assay, cell-based qHTS; stimulated with anti-CD3/CD4/CD28 beads; in transgenic mouse T cells; activation, % (series mostly up to about 46 µM); 360,000 compounds, 0.065% hits; in the data active = activation above about 50%; inconclusive = mostly about 30% to 49%; also: 0% is about no effect
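Unstimulated transgenic mouse T cells; 60-min compound exposure; bead-based TCR/CD4/CD28 stimulation; 18 h culture, 37 degrees C; dual fluorescence (EGFP, DsRed) plate cytometry.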
PLK1 PBD inh = PLK1 (human) polo-box domain binding inhibition; P53350; Plk1 PBD binding of FITC phosphopeptide, fluorescence polarization; Potency, µM, inactives show max response, negative = inhibition, actives largely listed as inhibitors; 360,000 compounds, 2.8% hits; AID 720504; also: potency is read from the fitted curve at half-maximal effect; series mostly up to about 57 µM; % is scaled to controls: 0 for no effect and ±100 for the full control effect; nearly all actives have a fitted effect of over 65% in size
Target sequence (P53350 whole entry, looked up, the tested form may be a part): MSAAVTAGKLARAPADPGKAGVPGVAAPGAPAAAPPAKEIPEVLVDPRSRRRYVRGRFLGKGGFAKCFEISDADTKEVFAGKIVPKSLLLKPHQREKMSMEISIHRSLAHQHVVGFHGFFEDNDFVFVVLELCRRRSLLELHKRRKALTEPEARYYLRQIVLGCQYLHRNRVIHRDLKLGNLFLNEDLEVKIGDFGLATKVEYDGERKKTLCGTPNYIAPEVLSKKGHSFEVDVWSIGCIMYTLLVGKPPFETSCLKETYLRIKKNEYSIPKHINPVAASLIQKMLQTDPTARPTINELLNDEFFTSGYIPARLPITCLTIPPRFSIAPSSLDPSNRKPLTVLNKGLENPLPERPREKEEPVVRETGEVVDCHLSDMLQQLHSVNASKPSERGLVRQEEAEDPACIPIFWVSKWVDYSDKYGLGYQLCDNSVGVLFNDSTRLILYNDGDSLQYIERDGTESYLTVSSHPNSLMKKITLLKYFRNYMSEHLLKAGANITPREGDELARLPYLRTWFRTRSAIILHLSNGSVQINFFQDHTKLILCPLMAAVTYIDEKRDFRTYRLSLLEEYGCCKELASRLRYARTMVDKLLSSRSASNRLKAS
An asterisk follows results filed as active; ? = inconclusive; . = not tested or not shown; [ ] = remark or other dose. Unless noted, calls follow the shape of the dose curve; as a rule, active = well fitted curve in the direction sought with a large enough effect; inconclusive = small, poorly fitted or top-dose-only effect, or another doubt; inactive = no such curve, though single readings can be large; an effect the other way counts as inactive or inconclusive.

SMILES	WRN helicase inh	PI5P4K alpha inh	D3 antag	D3 ag	GLP-1R agonist	HEK293 tox	GLP-1R inv ag	IL-2 act	PLK1 PBD inh
O=C(/C=C/c1ccco1)N(Cc1ccccc1F)C1CCS(=O)(=O)C1 (centres undefined)	-11%[11.6 µM]	-9	3	4	-1%	-4%	19%	-2.5	-27%
O=C(O)CNC(=O)CCn1nnc2ccccc2c1=O	10%	-21	-3	-10	0%	-6%	1%	-1.9	30µM*
CCCn1c(N)c(Sc2ccc(C)cc2)c(=O)n(CCC)c1=O	-4%	-3	-7	-2	6%	33%[activator]	-5%	0.1	0%
COc1ccc(S(=O)(=O)N2CCOC2CNC(=O)C(=O)NCCc2ccccc2OC)cc1 (centres undefined)	-2%	0	5	-3	6%	-5%	8%	-3.6	-3%
O=C(/C=C/c1ccccc1)NC(=S)Nc1ccccc1C(=O)NC1CCCCC1	-4%	.	-13	6	0%	-2%	-1%	0.5	-6%
Clc1ccccc1N1CCN(c2ncnc3nc[nH]c23)CC1	3%	-1	-1	2	-2%	5%	9%	-2.2	-9%
O=C(c1ccco1)N(Cc1cccc(Br)c1)C1CCS(=O)(=O)C1 (centres undefined)	2%	0	8	5	11%	-1%	-2%	-3.6	-25%
C/C(=N/NC(=O)CNC(=O)COc1ccccc1)c1ccco1	-16%[57.1 µM]	0	3	0	6%	-7%	7%	-0.8	-2%
CCC(Oc1ccccc1)C(=O)Nc1ccccc1C(=O)N1CCCCC1 (centres undefined)	-28%	1	18	11	-4%	-12%	?	0.9	-5%
CCC(c1nc2ccccc2[nH]1)N(Cc1cccnc1)C(=O)c1cc(-c2ccccc2)on1 (centres undefined)	-8%	4	0	-9	2%	-12%	28%	0.2	1%
Cc1ccc(CN2CCN(Cc3cnc(C)[nH]3)CC2CCO)cc1 (centres undefined)	4%	6	-18	-2	9%	2%	-17%	-0.1	-9%
O=C1CSC(=Nc2ccc(Cl)cc2)N1Cc1ccco1	-5%	5	3	-4	14%	17%	8.9µM*	0.7	-4%
Clc1ccc(CN2CCN(c3ccccc3)CC2)cn1	4%	-5	?	-3	5%	12%	-3%	-0.8	-7%
Cc1ccc(-n2c(C)nnc2SCC(=O)N(C)c2c(N)n(Cc3ccccc3)c(=O)[nH]c2=O)cc1	2%	-1	10	3	-5%	-7%	8%	0.1	1%
CCOc1cc(NC(=O)c2ccco2)c(OCC)cc1NC(=O)COc1ccccc1	-9%	-11	18	2	0%	-1%	10%	-2.3	2%
CC(C)C(OC(=O)c1ccco1)C(=O)NC1CCCCC1 (centres undefined)	-27%	4	0	-3	3%	4%	5%	2.2	-7%
Cc1nc(N(C)C)c2sc(=S)n(Cc3ccccc3)c2n1	-1%	3	2	4	0%	25%	3%	0.8	-16%
COc1ccc(NC(=O)CN2C(=O)C3(SCC(=O)N3c3cccc(OC)c3)c3ccccc32)cc1 (centres undefined)	.	.	.	3	13%	-1%	-5%	.	.
Cc1ccccc1C(=O)N1CCC(C(=O)NN2C(=O)NC3(CCCCC3)C2=O)CC1	2%	-4	1	4	6%	2%	5%	-0.2	-3%
CCCC(=O)Nc1ccccc1NC(=O)c1ccc(OC(C)=O)cc1	0%	-10	-16	4	9%	-4%	4%	0.8	-4%
O=C(O)COc1c(-c2ccco2)oc2ccccc2c1=O	-9%	0	9	3	0%	3%	2%	0.6	0%
CC(NC(=O)CN(C)Cc1cccc(F)c1)c1ccccc1 (centres undefined)	0%	3	6	3	0%	8%	-43%	-5.6	4%
NC(=O)c1ccsc1NC(=O)COC(=O)c1ccc(Cl)nc1	-14%	-2	20	4	-26%	7%	1%	-3.7	-5%
CCC1CCCCN1S(=O)(=O)c1ccc([N+](=O)[O-])cc1 (centres undefined)	1%	-2	-21	-1	-3%	13%	?	0.2	?
CCOC(=O)[C@]12CCCC=C1N(Cc1ccc3c(c1)OCO3)C(=O)[C@H](CC(=O)NCc1ccc(C)o1)C2	-1%	-10	-25	3	6%	2%	-4%	-0.2	0%
COc1cc(C)c(N)cc1C(C)C	7%	.	11	14	1%	-17%	0%	-2.9	-3%
O=C(CC(C(=O)O)P(=O)(c1ccccc1)c1ccccc1)c1ccc(Br)cc1 (centres undefined)	-13%	-1	2	7	1%	-8%	-33%	-0.1	-5%
O=c1c2ccccc2c(/C=N/c2nnc(Cc3ccccc3)s2)c(O)n1-c1ccc(Cl)cn1	1%	-13	6	-8	6%	400%[activator]	24%	-0.1	26%
CCn1cc(/C=C/C(=O)c2ccc(O)cc2)c(C)n1	-6%	-28	11	2	12%	12%	52%[activator]	-0.4	-3%
O=C(CN(Cc1ccccc1)S(=O)(=O)c1ccc2c(c1)OCCO2)Nc1ccc2c(c1)OCCO2	-21%	.	13	2	2%	?	?	-0.9	0%
O=C1OCCN1C(=O)[C@H]1[C@H](c2ccccc2)C(c2cccc(Cl)c2)=NN1c1ccccc1	1%	22	2	39*	-1%	271%[activator]	?	-0.5	-6%
N/C(=N\OC(=O)CCc1ccccc1)c1cccc(Br)c1	-8%	.	5	-3	-7%	16%	3%	-2.5	-3%
O=C(Nc1ccc(F)cc1F)c1ccc(-n2cccn2)nc1	4%	-7	13	6	-2%	1%	4%	-0.2	-2%
O=C(CN1C(=O)NC2(CCCCCC2)C1=O)Nc1ccc(Cl)cc1Cl	-3%	1	-10	-10	-5%	-19%	?	0.3	-1%
COc1cc(S(=O)(=O)N(C)C)ccc1Br	-1%	.	-8	-9	4%	-12%	0%	0.9	-2%
Cc1ccc(C(=O)OCC(=O)N2CCOCC2)c(C)c1	5%[57.1 µM]	1	3	6	8%	2%	4%	0.1	5%
CC1C/C(=N/O)C(C)CN1 (centres undefined)	-3%	1	0	-1	-10%	1%	13%	0.9	1%
CCC(Sc1nc2ccsc2c(=O)n1Cc1ccc(C(=O)O)cc1)C(=O)Nc1cc(Cl)ccc1C (centres undefined)	4%	1	-2	6	1%	-31%	-13%	-2.0	-3%
CCC/C(O)=C1\C(=O)CC(C)(C)CC1=Nc1ccc(OC)cc1	-7%	1	8	-7	25%	-3%	?	0.7	0%
CC(NC(=O)NC1CCCCC1)C(c1cccs1)N1CCOCC1 (centres undefined)	0%	2	17	-3	-3%	4%	0%	2.5	-9%
Cc1nnc(SCc2ccccc2Cl)n(N)c1=O	-2%[57.1 µM]	1	-20	-11	3%	-3%	-7%	0.2	1%
CCc1nc2ccc(C(=O)N(C)CCN(C)C)cn2c1N(C)CCC(C)C	2%[57.1 µM]	8	?	-9	13%	-4%	-14%	0.4	0%
O=C(Oc1ccc([N+](=O)[O-])cc1)c1cccnc1	3%	0	2	-1	-5%	-13%	0%	-3.4	-26%
CC1CC(=O)Nc2ccccc2N1C(=O)CN1C(=O)C(=O)N(C)C1=O (centres undefined)	10%	-18	10	10	7%	3%	0%	0.0	-4%
CC1CCN(c2ccc3c(c2)S(=O)(=O)c2cccc(C(=O)O)c2C3=O)CC1	-8%	1	-4	-15	-2%	55%[activator]	-27%	0.6	7%
C=CCn1c(COc2ccccc2)nnc1SCc1ccc(C#N)cc1	9%	-3	2	1	2%	-6%	?	-1.4	-22%
CC(CNC(=O)C1CCCCC1)NC(=O)C1CCCCC1 (centres undefined)	1%	.	-27	0	-1%	1%	-6%	1.7	2%
CCCSCCCNC(=O)CC1Oc2ccccc2NC1=O (centres undefined)	-2%	8	6	2	2%	-8%	6%	3.8	-2%
Cc1ccc(-c2noc(CCCOc3ccc(Cl)cc3Cl)n2)cc1	-9%	25	1	3	-2%	5%	?	-0.5	-3%
CC(C)Oc1ccc(F)cc1-c1cc(C(=O)NCc2cc(C(F)(F)F)cc(C(F)(F)F)c2)[nH]n1	1%	-6	8	6	-7%	-16%	?	-1.1	1%

Another view of some results above:
SMILES | WRN helicase inh | PI5P4K alpha inh | D3 antag | D3 ag | GLP-1R agonist | HEK293 tox | GLP-1R inv ag | IL-2 act | PLK1 PBD inh
Cc1nnc(SCc2ccccc2Cl)n(N)c1=O | -2%[57.1 µM] | 1 | -20 | -11 | 3% | -3% | -7% | 0.2 | 1%
CCc1nc2ccc(C(=O)N(C)CCN(C)C)cn2c1N(C)CCC(C)C | 2%[57.1 µM] | 8 | ? | -9 | 13% | -4% | -14% | 0.4 | 0%
O=C(Oc1ccc([N+](=O)[O-])cc1)c1cccnc1 | 3% | 0 | 2 | -1 | -5% | -13% | 0% | -3.4 | -26%
CC1CC(=O)Nc2ccccc2N1C(=O)CN1C(=O)C(=O)N(C)C1=O (centres undefined) | 10% | -18 | 10 | 10 | 7% | 3% | 0% | 0.0 | -4%

Following part.
SMILES	WRN helicase inh	PI5P4K alpha inh	D3 antag	D3 ag	GLP-1R agonist	HEK293 tox	GLP-1R inv ag	IL-2 act	PLK1 PBD inh
CCCOc1ccc(/C(O)=C2/C(=O)C(=O)N(CCCn3ccnc3)C2c2cccs2)cc1 (centres undefined)	5%	2	1	-7	-6%	8%	0%	1.0	1%
CC(=O)C1=C(O)C(=O)N(c2cccc(C(=O)O)c2)C1c1ccccc1F (centres undefined)	-10%	3	-14	-16	1%	2%	29%	-0.1	0%
COc1ccc(-c2csc(/C(C#N)=C/Nc3cc4oc5ccccc5c4cc3OC)n2)cc1	-3%	2	4	2	3%	8%	27%	7.7	-1%
Cc1cc(NCc2cccnc2)nc(N)n1	-2%	1	4	0	10%	-6%	19%	-0.6	-2%
CSCC[C@H](NC(=O)c1cccs1)c1nnc2ccccn12	5%	0	-8	-3	-2%	-9%	5%	-0.3	5%
CC(C)(C)NC(=O)NC(=O)COC(=O)CCC1CCCCC1	-3%	2	5	0	4%	-15%	-1%	-1.1	2%
S=C(Nc1ccccc1)N1CCCCCC1	2%	1	15	0	-11%	-10%	-3%	2.3	-5%
COc1cccc(N2CCN(C3CC(=O)N(c4ccc(C)c(Cl)c4)C3=O)CC2)c1 (centres undefined)	-12%	.	17	8	10%	-12%	2%	1.2	-2%
COc1ccc(OC)c(NC(=O)COc2ccc(Br)cc2)c1	2%	-4	8	-4	-6%	-1%	5%	-0.3	4%
CSc1ccc(Cn2nnc(C(=O)NCCc3ccc(Cl)cc3)c2N)cc1	-3%	1	0	3	-2%	?	-24%	-2.6	2%

Source: PubChem
